hgDAF12 agonist = activates the H. glycines DAF-12 receptor ligand-binding domain | HEK293 GAL4-hgDAF12 UAS-luciferase reporter, agonist luminescence; normalized to butyrate control | AID 687014 | 370,000 tested, 1.8% active | activation, % at 6.8 µM;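 active = activation above a cutoff set at the mean of all screened compounds plus 3 SD, cut at about 10% in these data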;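 note: 0% = DMSO wells and 100% = sodium butyrate wells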
FXN GAA850 act = increases GAA850 frataxin promoter reporter activity; HEK293 lucGAA850 FXN promoter luciferase reporter, 24 h; percent of 10 µM SAHA response; activation, % at 6 µM; 360,000 tested, 0.56% active; AID 540364;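 active = activation above the average of all compounds screened plus 3 SD, cutoff fixed separately per campaign, cut at about 7.5% in these data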;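 note: 0% = DMSO wells and 100% = 10 µM SAHA wells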
NR1D1 modulator = Rev-erb alpha (human) modulation. P20393. Rev-erbα–FITC-DNA binding, fluorescence polarization, 90 min. activity, % at 10 µM. 370,000 tested, 0.79% active. AID 1259318;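 active = activity above about 14%, limit read from the data; passing the limit was not always enough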;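 note: 0% = DMSO wells with 35 nM protein and 100% = DMSO wells with 750 nM protein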
DAX1 inh-1 = inhibitors of human orphan nuclear receptor DAX1 (NR0B1); P51843; HEK293 Gal4-DAX1 luciferase reporter, luminescence; inhibition, % at 6.75 µM; 340,000 tested, 0.99% active; AID 504766;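 active = inhibition above the mean over all tested compounds plus 3 SD, cut at about 4.2% in these data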;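 note: 0% = DAX1-transfected cells with DMSO and 100% = empty-vector control cells with DMSO; inhibition shows as a rise in luminescence from relieved DAX1 repression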
ssDAF-12 act = activators of S. stercoralis DAF-12 nuclear receptor; HEK293 ssDAF-12/GRIP1 lit1-tk-luc reporter, luminescence; % of 3 µM dafachronic acid response; activation, % at 6.8 µM; 370,000 tested, 1% active;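 active = activation above the mean over all tested compounds plus 3 SD, cut at about 0.9% in these data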;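 note: 0% = DMSO-only wells and 100% = 3 µM delta7-dafachronic acid wells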
PLC-beta3 inh = inhibitors of human phospholipase C beta3 | Q01970 | 370,000 tested, 0.18% active | Purified PLC-beta3, fluorogenic substrate, fluorescence | inhibition, % at 12.2 µM; in the data active = inhibition above about 11%;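 note: 0% = median of compound wells on plate and 100% = full blocker control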
Target sequence (Q01970 whole entry, looked up): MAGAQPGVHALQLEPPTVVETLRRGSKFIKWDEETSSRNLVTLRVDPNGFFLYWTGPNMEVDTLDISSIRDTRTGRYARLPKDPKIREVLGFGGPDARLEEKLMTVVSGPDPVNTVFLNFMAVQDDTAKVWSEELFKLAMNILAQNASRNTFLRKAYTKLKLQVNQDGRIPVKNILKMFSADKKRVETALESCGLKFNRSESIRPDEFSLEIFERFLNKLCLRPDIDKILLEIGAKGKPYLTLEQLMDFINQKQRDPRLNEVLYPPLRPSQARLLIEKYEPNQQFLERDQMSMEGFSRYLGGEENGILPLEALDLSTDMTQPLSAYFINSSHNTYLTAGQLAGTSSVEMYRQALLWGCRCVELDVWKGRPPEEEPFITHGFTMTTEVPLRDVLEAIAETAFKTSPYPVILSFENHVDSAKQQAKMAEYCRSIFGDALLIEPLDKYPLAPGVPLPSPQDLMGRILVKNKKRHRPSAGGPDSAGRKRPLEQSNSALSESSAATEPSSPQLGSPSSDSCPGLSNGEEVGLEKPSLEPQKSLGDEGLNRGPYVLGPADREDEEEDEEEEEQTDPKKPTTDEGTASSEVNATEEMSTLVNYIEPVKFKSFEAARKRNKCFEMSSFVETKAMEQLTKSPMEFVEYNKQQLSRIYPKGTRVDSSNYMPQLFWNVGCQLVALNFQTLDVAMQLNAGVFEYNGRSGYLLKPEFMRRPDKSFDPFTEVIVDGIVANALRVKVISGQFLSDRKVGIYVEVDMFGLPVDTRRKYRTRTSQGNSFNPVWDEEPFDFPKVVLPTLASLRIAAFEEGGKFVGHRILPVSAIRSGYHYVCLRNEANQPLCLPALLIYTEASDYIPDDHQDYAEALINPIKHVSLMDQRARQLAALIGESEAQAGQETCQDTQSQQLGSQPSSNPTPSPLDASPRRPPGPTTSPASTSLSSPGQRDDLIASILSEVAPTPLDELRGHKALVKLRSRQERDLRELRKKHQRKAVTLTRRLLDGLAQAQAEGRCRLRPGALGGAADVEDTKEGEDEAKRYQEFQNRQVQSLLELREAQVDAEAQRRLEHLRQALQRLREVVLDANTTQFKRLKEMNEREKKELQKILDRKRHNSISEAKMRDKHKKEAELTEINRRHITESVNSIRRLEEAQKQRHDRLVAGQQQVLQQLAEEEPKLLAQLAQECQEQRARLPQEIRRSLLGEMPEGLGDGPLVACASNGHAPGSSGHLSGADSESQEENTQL
HGIII-sPLA2 inh = Inhibits HGIII-sPLA2 liposome hydrolysis, primary screen | Q9NZ20 | QFRET BODIPY PC-A2 liposome hydrolysis, fluorescence | inhibition, % at 12.2 µM | 370,000 tested, 0.56% active | AID 743126;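 active = inhibition above mean plus 3 SD of compounds lying within the high and low control bounds, cut at about 19% in these data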;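 note: 0% = median of test compound wells and 100% = no enzyme DMSO wells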
hcDAF12 agonist = activators of H. contortus DAF-12 nuclear receptor | HEK293 hcDAF-12 lit1-tk-luc reporter, luminescence; 0% DMSO, 100% Δ7-dafachronic acid | activation, % at 6.8 µM | 370,000 tested, 1.4% active | AID 652067;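 active = activation above the mean of all tested compounds plus 3 SD, cut at about 5.5% in these data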;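 note: 100% = response to 3 µM Δ7-dafachronic acid high control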
SMARCA2 activ = activators of SMARCA2 function; MG213 cells, MMTV-luciferase reporter, dexamethasone, overnight; activation, % at 9.1 µM; 370,000 tested, 1% active; AID 652017; in the data active = activation above about 7.8%;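 note: 0% = vehicle wells and 100% = reference activator wells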
PG9 Ab binder = PG9 antibody binding by small molecule. inhibition, % at 6.7 µM. TR-FRET gp120-PG9 antibody binding. 360,000 tested, 0.43% active. AID 624416; in the data active = inhibition above about 8.5%
DAX1 inh-2 = inhibitors of DAX1 repression of SF-1 activated StAR promoter. HEK293T StAR-luciferase reporter, SF-1/DAX-1 repression relief. inhibition, % at 6.8 µM. 370,000 tested, 1.1% active. AID 652010;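 active = inhibition above the mean over all tested compounds plus 3 SD, cut at about 3.6% in these data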;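 note: 0% = DAX-1 cells with DMSO and 100% = cells lacking DAX-1 with DMSO; higher inhibition means more luminescence from relief of DAX-1 repression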
* hit, by the source's call; i = inactive; . = not tested or not shown; & = joins results of further samples.

SMILES	hgDAF12 agonist	FXN GAA850 act	NR1D1 modulator	DAX1 inh-1	ssDAF-12 act	PLC-beta3 inh	HGIII-sPLA2 inh	hcDAF12 agonist	SMARCA2 activ	PG9 Ab binder	DAX1 inh-2
O=C(CN1C(=O)C2CC=CCC2C1=O)NCc1ccc2c(c1)OCO2 (stereo not drawn)	-0.1	1.6	-8	0.3	-1.1	1	2	-1.8	0	0.3	-0.1
O=C(O)CC(C(=O)O)c1cn(Cc2ccccc2)c2ccccc12 (stereo not drawn)	-2.4	-1.6	1	0.8	0.6	-8	-1	4.5	-1	1.0	-0.2
COc1ccc(C(C)=O)cc1Cn1c(C)c(C(=O)NCc2cccc(Cl)c2)sc1=O	0.7	-0.7	8	.	-1.6	-6	-1	-2.2	-2	-0.3	0.4
CCCn1c2ccccc2c2cnn(CC(=O)NC3CCN(Cc4ccccc4)CC3)c(=O)c21	-1.0	-1.5	0	0.8	-1.1	-10	-12	-3.7	-6	0.6	-0.3
C/C(=N\N=C(N)N)c1ccc(Cl)cc1	2.3	5.2	1	0.0	-2.0	3	2	-0.2	-2	-1.1	0.1
CSCc1ccc(C(=O)N2CCCC(Nc3ccc(F)cc3)C2)o1 (stereo not drawn)	3.1	1.6	0	0.2	-0.9	4	0	0.4	0	-1.7	-0.5
Cc1ccc(-c2ccc(=O)n(CC(=O)N3CCN(c4cccc(C)c4)C(C)C3)n2)cc1 (stereo not drawn)	-3.7	-5.1	0	-0.5	-1.7	8	-4	-1.9	-3	2.4	-0.5
Nc1ccc(Nc2nc(-c3cccs3)cs2)cc1	4.2	7.3	3	0.9	-1.3	-2	9	1.6	6	-3.0	0.2
O=c1[nH]c2ccccc2c(O)c1Cc1ccccc1	-1.9	0.6	4	4.7*	-1.4	-11	-1	-1.6	4	-3.1	-0.8
Cc1ccc(-n2nc(C)c3cc(C(=O)O)sc32)cc1	0.0	1.5	-4	0.3	-0.8	0	-1	0.3	1	-2.3	0.2
Nc1c(C(=O)Nc2ccccc2F)sc2nc(-c3ccco3)ccc12	2.0	-1.0	-17	-0.7	-1.1	i	19*	-2.4	0	2.4	0.5
O=C(O)CCCN1C(=O)C2C3CCC(C3)C2C1=O (stereo not drawn)	2.7	-1.2	-4	-0.9	-1.1	7	8	1.8	-8	0.0	-0.3
O=C(COC(=O)c1ccc(S(=O)(=O)N2CCCC2)cc1)Nc1ccc(N2CCOCC2)cc1	0.9	0.3	-4	.	-0.1	-2	3	-0.9	-5	-0.8	-1.0
Cc1ccc(F)cc1S(=O)(=O)NCc1ccc(N2CCN(C)CC2)cc1	-1.1	-2.1	-2	.	-1.5	2	-12	1.2	0	-0.7	-0.1
O=C(C(=O)N1CCC(CNS(=O)(=O)Cc2ccccc2)CC1)c1cccs1	0.9	.	-4	.	-0.8	1	-4	-0.9	-4	-0.6	1.0
COc1ccc(-n2nnnc2SCC(N)=O)cc1	1.5	-0.3	2	-0.8	-1.4	1	-1	0.3	4	-1.1	-0.2
Cc1nc2ccc(C(=O)NC(C)(C)C)cn2c1N(C)C(=O)CCc1ccccc1	0.0	-0.5	-6	.	-1.4	-7	5	-1.7	-2	0.2	-0.4
CCCCCn1nc(C(=O)N(CC)c2c(N)n(CCCC)c(=O)[nH]c2=O)c2ccccc2c1=O	-2.3	-0.7	-3	0.9	-1.1	-7	4	0.9	-1	-1.0	-2.0
CCn1c(-c2nn(C)c(C)c2Cl)n[nH]c1=S	-1.4	4.1	0	1.0	-1.3	1	-1	-2.0	6	-1.8	-0.1
COc1cc(OC)cc(C(=O)Nc2ccc(Nc3ccccc3)cc2)c1	1.2	3.4	7	1.3	-1.4	-20	4	-2.7	2	-4.2	0.2
O=C(CCNC(=O)Cn1ccc2ccccc2c1=O)NCc1ccc(F)cc1Cl	1.7	3.1	0	0.3	-1.9	0	0	-0.6	-2	0.3	-0.9
O=C(COC(=O)c1ccccn1)Nc1cccnc1Cl	1.1	1.0	0	1.2	-0.7	-8	8	-0.1	-1	0.0	-2.9
Cc1cccn2c(=O)c3cc(C(=O)NC4CCCC4)c(=N)n(CCCN4CCOCC4)c3nc12	3.9	0.8	2	0.7	-0.5	-479	-2	1.3	-1	-1.1	0.3
Cc1cc(C)n(Cc2cc(C(=O)O)c3ccccc3n2)n1	-0.9	3.4	-4	0.1	-0.3	-1	1	1.6	1	-1.4	0.1
C[C@H]1CN([C@@H](C)CO)C(=O)c2cc(C3=CCCCC3)cnc2O[C@@H]1CN(C)C(=O)Cc1ccccc1	-6.3	1.0	4	-1.0	-1.4	0	4	-1.6	-6	-1.9	-0.9

Following part.
SMILES	hgDAF12 agonist	FXN GAA850 act	NR1D1 modulator	DAX1 inh-1	ssDAF-12 act	PLC-beta3 inh	HGIII-sPLA2 inh	hcDAF12 agonist	SMARCA2 activ	PG9 Ab binder	DAX1 inh-2
CC(=O)Nc1ccccc1NC(=O)C/C(C)=N/NC(=O)c1ccncc1	1.7	1.8	5	-0.9	-1.1	-173	-3	-0.6	0	-1.7	-0.3
Cc1ccc(-n2cc(CNC(C)c3cnn(C)c3C)c(-c3ccc(F)cc3)n2)cc1 (stereo not drawn)	-1.9	-3.0	2	-3.7	-1.9	-5	-8	-2.9	-4	1.5	-0.7
O=C(CSc1ncnc2c1oc1ccccc12)NCc1ccco1	0.1	4.9	1	0.6	-0.2	0	2	1.4	5	5.3	-0.3
O=C(c1ccccc1)N1CCN(C(=O)c2ccc([N+](=O)[O-])cc2)CC1	-1.5	0.1	-4	-0.1	-1.5	-1	13	0.0	-3	1.6	-0.2
O=C1CCC(=O)c2ccc3c4c(ccc1c24)CC3	-3.8	0.1	-28	1.4	-1.1	-141	-12	-0.7	-2	-3.0	0.2
S=C(Nc1ccc(Cl)cc1)c1nc2ccccc2s1	2.0	2.7	-2	0.6	-0.3	-1	0	2.3	2	-1.6	1.1
Cc1ccnc(SCC(=O)n2c3c(c4ccccc42)CC(C)CC3)n1 (stereo not drawn)	2.3	1.9	2	0.2	-1.8	0	8	-0.1	1	1.2	1.0
CCCCC(=O)NNC(=O)c1c(O)c2ccccc2[nH]c1=O	-0.6	2.3	1	1.4	-1.8	-2	7	-1.1	-4	0.2	0.4
Cc1ncc([N+](=O)[O-])n1CCO	1.9	0.0	-6&-1	-0.2	-1.2	0	13	-1.8	-5	0.4	-0.7
CC(=O)c1cccc(S(=O)(=O)N2CCC(n3nnc4cc(F)ccc43)CC2)c1	0.4	0.5	0	3.1	-0.9	-2	1	0.3	-1	0.0	-0.3
O=C(CCC1CCCN(c2ncccn2)C1)NCc1ccccc1F (stereo not drawn)	3.8	-0.5	-2	-0.5	-1.5	-9	4	-1.0	-2	0.5	0.0
CCOc1ccc(N(C)Cc2cc(=O)oc3ccc(OCC)cc23)cc1	-0.7	3.8	2	0.3	-1.3	-27	0	-2.3	-4	-0.1	-0.3
O=C1NCCc2onc(-c3ccc(Br)cc3)c21	2.6	.	-7	.	-0.6	-2	15	-1.2	-4	-3.1	0.0
CC1CCc2cc(F)ccc2N1C(=O)c1cnc2sccn2c1=O (stereo not drawn)	0.4	0.8	-3	-0.1	-0.2	6	0	1.4	1	0.4	-0.3
CCOc1cc(C(=O)NC)cc(OCC)c1OCC	-0.7	1.0	1	-0.4	-0.8	-2	20*	0.6	-3	-0.4	-0.6
S=C(c1ccc(-c2ccc(Br)cc2)o1)N1CCCCC1	9.7	5.5	1	1.6	-0.7	-3	7	1.4	8.1*	-0.5	2.6
CN=c1scc(C)n1/N=C/c1cc(Br)c(O)c(Br)c1	-0.7	1.6	1	0.4	-0.7	-60	4	0.3	5	-8.3	-0.2
COc1ccccc1C=NN1C(=O)CSC1=S	-1.7	-1.3	-3	-0.2	-0.5	-5	-1	0.2	-4	-0.9	-0.9
CCn1nc(C(=O)OCC(=O)N2CC(=O)Nc3ccccc32)c2ccccc2c1=O	0.6	1.5	5	-1.1	0.0	1	5	0.1	-3	-0.7	0.0
C/C=C(\C)CN1CCC(n2nccc2NC(=O)CCCc2ccccc2)CC1	-0.6	0.6	0	-0.5	-1.1	-7	-7	0.6	3	-0.8	-1.2
Cc1ccc2[nH]c(=O)c(CN(CCc3ccccc3)C(c3nnnn3Cc3ccco3)C(C)C)cc2c1 (stereo not drawn)	-2.6	2.6	1	-0.4	-1.3	-209	-4	0.8	-3	1.4	0.6
CCOC(=O)[C@H]1[C@H]2COc3ccc(C)cc3[C@@H]2N2C(=O)CN(C)C(=O)[C@@]12C	-0.5	-1.6	4	0.9	-0.7	-20	11	-0.9	-3	-1.7	0.1
C[C@H]1CN([C@@H](C)CO)C(=O)CCCn2nncc2CO[C@H]1CN(C)S(=O)(=O)c1ccc(Oc2ccccc2)nc1	-3.6	-0.8	-4	0.7	-1.2	1	-4	-1.9	-3	-0.2	0.8
CCOC(=O)N1CCN(C2CC(=O)N(c3ccc(F)cc3)C2=O)CC1 (stereo not drawn)	2.3	-0.7	-2	-0.9	-0.6	-1	-2	0.8	-2	0.1	0.1
Cc1cc(-c2ccc(F)cc2)nc2cc(C(N)=O)nn12	1.1	-0.9	-7	-0.1	-0.9	-447	3	-2.7	-2	0.8	-0.6

Remaining list, next part.
SMILES	hgDAF12 agonist	FXN GAA850 act	NR1D1 modulator	DAX1 inh-1	ssDAF-12 act	PLC-beta3 inh	HGIII-sPLA2 inh	hcDAF12 agonist	SMARCA2 activ	PG9 Ab binder	DAX1 inh-2
O=C(COC(=O)CCC1CCCC1)Nc1ccccc1Sc1ccccc1	-2.7	1.7	0	-1.3	-1.7	-1	3	-1.2	-3	0.3	0.0
CC(NC(=O)C(=O)N1CCCCC1)C(c1cccs1)N1CCN(c2ccccc2F)CC1 (stereo not drawn)	0.4	1.3	5	-0.9	-0.8	-2	-3	0.6	0	-2.1	0.2
O=C(CSc1ccccc1)NCCCc1ccccc1	-1.5	0.0	-1	0.8	-1.9	-5	2	0.8	8	-0.2	1.2
CCOC(=O)C1(Cc2ccccc2C)CCCN(C(=O)c2cc(C3CC3)[nH]n2)C1 (stereo not drawn)	0.8	-1.1	7	-0.4	-1.0	-2	-3	-1.5	-1	2.4	-0.5
CC(=O)Nc1ccc(S(=O)(=O)N[C@@H](C)C(=O)Nc2ccc(N3CCOCC3)cc2)cc1	0.2	2.8	4	0.1	-0.9	4	-1	-0.1	2	-2.0	-0.2
CN(C)C(=O)CCc1ccc2c3c([nH]c2c1)[C@]1(CCc2ccccc2)[C@@H](C(=O)N2CCCCC2)C[C@H](CC(=O)NCCCn2ccnc2)C(=O)N1CC3	1.2	0.5	0	1.0	-0.9	-5	-6	-1.2	-2	0.5	1.4
Cc1[nH]c2ccccc2c1CC(=O)Nc1ccc(N(C)c2cccnc2)c(-c2ccc(F)c(F)c2)c1	5.6	.	-2	.	0.1	-37	14	2.6	-4	-0.4	-1.9
Nc1nonc1-n1nnc(C(=O)N/N=C/c2ccc(O)cc2)c1COc1ccc(F)cc1	-0.3	-2.0	7	-0.5	-1.6	-15	-20	-0.5	-1	-0.8	-0.2
COc1ccc(Cl)cc1C(=O)Nc1ccncc1	3.2	0.7	-4	-1.9	-1.4	-5	11	-1.8	-1	0.0	0.1
